# RORgamma inh: qHTS for inhibitors of ROR gamma transcriptional activity | AID 2551, 2010 | actives 5.4% (n = 310,000) | Potency, µM (doses to about 53.6 µM), without a hit: at the highest dose activity change, negative = inhibition, usual class: inhibitors | Drosophila S2 Gal4-RORgamma UAS-luciferase reporter, 20 h; also: % is scaled to controls: 0 for no effect and ±100 for the full control effect; nearly all actives have a fitted effect of over 60% in size
#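 ROR gamma transcriptional activity was tracked as Gal4-UAS luciferase output in stably transfected Drosophila Schneider cells, with compound added 1 hr before 700 uM copper sulfate induction and a 20 hr ambient-temperature incubation.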
# ELG1 genotoxic: qHTS screen for small molecules that induce genotoxicity in human embryonic kidney (HEK293T) cells expressing luciferase-tagged ELG1; Potency, µM (top dose mostly 46 µM), for inactives: at the highest dose activity change, positive = activation, actives largely listed as activators; actives 1.3% (n = 330,000); HEK293T ELG1-luciferase reporter, luminescence, 16 h; also: % of control where 0% means no effect; nearly all actives have a fitted effect of over 60% in size
#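 HEK293T cells expressing luciferase-tagged ELG1 were treated with compound or DMSO for 16 hr at 37°C. Luciferase activity was then read after 30 min with ONE-Glo at room temperature; rising signal flags genetic stress.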
# MBNL1-CUG inh: qHTS Assay for Inhibitors of MBNL1-poly(CUG) RNA binding. TR-FRET MBNL1-His/biotin-(CUG)12 binding, 665/545 ratio. AID 2675, 2010. Potency, µM (series often up to 57.5 µM), for inactives: at the highest dose activity change, negative = inhibition, actives largely listed as inhibitors. actives 0.036% (n = 280,000); active = well fitted inhibition curve with a large enough effect in the signal ratio, with a control signal flat, not every such curve was filed as active; inconclusive = small, poorly fitted or top-dose-only effect, or effect the other way, or a change in a side signal; inactive = no such curve, though single readings can be large or run the other way; the % refers to the signal ratio; also: % is scaled to controls: 0 for no effect and ±100 for the full control effect
# Target sequence (Q9NR56 whole entry, looked up): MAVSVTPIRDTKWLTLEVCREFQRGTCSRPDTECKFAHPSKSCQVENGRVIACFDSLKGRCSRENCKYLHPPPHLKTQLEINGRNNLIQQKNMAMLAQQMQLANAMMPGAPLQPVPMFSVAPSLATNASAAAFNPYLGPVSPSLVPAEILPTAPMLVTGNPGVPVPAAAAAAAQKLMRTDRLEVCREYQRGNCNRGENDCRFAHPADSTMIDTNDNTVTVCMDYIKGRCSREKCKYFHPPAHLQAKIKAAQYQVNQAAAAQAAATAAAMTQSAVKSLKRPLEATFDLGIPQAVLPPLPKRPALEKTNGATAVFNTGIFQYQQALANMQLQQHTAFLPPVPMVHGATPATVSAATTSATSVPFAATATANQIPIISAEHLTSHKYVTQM
#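 Inhibition of protein-RNA binding appears as loss of TR-FRET between terbium anti-His antibody on MBNL1-His and streptavidin-XL665 on biotin-(CUG)12. Activity is normalized to buffer-only and uninhibited-complex controls.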
# NPC1 prom act: qHTS Assay for NPC1 Promoter Activators; actives 2.4% (n = 320,000); Potency, µM (top dose mostly 9.22 µM), for the others: top-dose activation, usual class: activators; AID 485313, 2010; Huh7 NPC1 promoter luciferase reporter, 24 h;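 also: % of control where 0% means no effect; nearly all actives have a fitted effect of over 60% in size; reporter is driven by a mutant NPC1 promoter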
#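 Compounds in DMSO were transferred onto Huh7 NPC1-luciferase reporter cells pre-incubated 2 h; after 24 h at 37 °C, Amplite reagent was dispensed and luminescence recorded 10 min later.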
# BRCA1 expr act: qHTS Assay to Identify Small Molecule Activators of BRCA1 Expression. MCF7-BRCA1-FFLuc reporter, luminescence, 48 h; response scale: scaled: vehicle 0%, 10 µM genistein 100%. Potency, µM (highest dose often 46.1 µM), for inactives: top-dose activation, hits mostly activators. actives 1.1% (n = 380,000); also: nearly all actives have a fitted effect of over 80% in size; some results filed as inactive show a strong effect at the top dose
#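 Compounds are tested at multiple concentrations on MCF7 BRCA1-luciferase reporter cells seeded at 2000 per well; after 48 h, a single luminescence end-point is taken and curves fitted to the normalized data.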
# Rab9 prom act: qHTS Assay for Rab9 Promoter Activators | Potency, µM (highest dose often 9.22 µM), inactives show at the highest dose activation, negative = inhibition, usual class: activators | Huh7 Rab9 promoter-luciferase reporter, luminescence, 24 h | actives 2.8% (n = 320,000); also: % of control where 0% means no effect; nearly all actives have a fitted effect of over 60% in size
#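 Luminescence from Amplite-detected luciferase (10 minutes, ambient) reports Rab9 promoter activation. Before that, stable Rab9-luciferase Huh7 cells (1500/well, reduced-serum OP-MEM I plus 10% FBS) were exposed to compound for 24 hours at 37C.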
# VP16 counter: VP16 counterscreen qHTS for inhibitors of ROR gamma transcriptional activity; AID 2546, 2010; actives 3.5% (n = 310,000); Potency, µM (top dose mostly 53.6 µM), for the others: at the highest dose activity, negative = inhibition, usual class: inhibitors; Drosophila S2 Gal4-VP16 UAS-luciferase, luminescence, 20 h;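 also: Gal4-VP16 expression switched on by copper sulfate through the metallothionein promoter; % is scaled to controls: 0 for no effect and ±100 for the full control effect; nearly all actives have a fitted effect of over 50% in size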
# FLuc modulator: qHTS profiling assay for firefly luciferase inhibitor/activator using purifed enzyme and Km concentrations of substrates (counterscreen for miR-21 project); Luciferin 4-monooxygenase (Photinus pyralis), P08659; purified FLuc, Km substrates, luminescence inhibition; Potency, µM (top dose mostly 57.5 µM), without a hit: at the top dose activity change, negative = inhibition, hits mostly inhibitors; actives 6.9% (n = 360,000);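 also: plate controls were vehicle for no effect and reference inhibitor for full effect; nearly all actives have a fitted effect of over 55% in size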
# Target sequence (P08659 whole entry, looked up): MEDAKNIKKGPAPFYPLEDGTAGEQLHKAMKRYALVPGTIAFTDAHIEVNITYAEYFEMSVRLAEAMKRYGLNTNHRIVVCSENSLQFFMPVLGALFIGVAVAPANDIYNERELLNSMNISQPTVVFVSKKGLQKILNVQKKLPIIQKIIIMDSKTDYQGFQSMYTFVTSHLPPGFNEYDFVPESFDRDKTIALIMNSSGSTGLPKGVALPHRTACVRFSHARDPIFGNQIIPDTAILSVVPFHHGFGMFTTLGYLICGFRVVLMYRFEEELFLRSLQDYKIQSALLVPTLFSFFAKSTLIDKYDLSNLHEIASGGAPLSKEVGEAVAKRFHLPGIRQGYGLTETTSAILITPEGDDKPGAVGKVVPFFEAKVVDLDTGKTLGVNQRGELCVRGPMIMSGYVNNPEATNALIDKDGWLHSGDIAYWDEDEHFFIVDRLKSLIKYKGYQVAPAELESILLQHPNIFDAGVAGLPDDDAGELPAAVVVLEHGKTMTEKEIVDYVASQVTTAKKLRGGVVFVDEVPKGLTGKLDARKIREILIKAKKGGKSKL
#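 Purified P. pyralis luciferase, 10 nM final, with Km-level 10 uM D-luciferin and 10 uM ATP in 50 mM Tris acetate pH 7.5, 10 mM Mg acetate, 0.01% Tween-20, 0.05% BSA; 6-point qHTS titration about 60 µM downward; luminescence read.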
# p53 reactivator: qHTS assay for re-activators of p53 using a Luc reporter; AID 504706, 2011; Potency, µM (series often up to 92.2 µM), for inactives: at the highest dose activity change, positive = activation, hits mostly activators; actives 0.063% (n = 320,000); H1299 p53-A138V BP100-luciferase reporter, luminescence, 24 h; also: % of control where 0% means no effect; nearly all actives have a fitted effect of over 45% in size
#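 H1299 (p53-null), stable ts p53-A138V + BP100-Luc; 1000 cells/well, Opti-MEM/10% FBS; cpd 4 pt, 1:5; 24 h, 37 deg C, 5% CO2; detection reagent 10 min RT; luminescence.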
# uPA surface inh: qHTS for Inhibitors of Cell Surface uPA Generation. cell surface uPA generation assay, qHTS. Potency, µM (top dose mostly 38.3 µM), without a hit: at the top dose activity change, negative = inhibition, actives largely listed as inhibitors. actives 0.31% (n = 330,000). AID 540303, 2011; active = well fitted inhibition curve with a large enough effect; inconclusive = small, poorly fitted or top-dose-only effect; inactive = no such curve, though single readings can be large or run the other way; tested in mouse RAW 264.7 cells; also: % is scaled to controls: 0 for no effect and ±100 for the full control effect; nearly all actives have a fitted effect of over 55% in size
# * = called active by the depositor; ? = inconclusive; nt = not tested or not shown; [ ] = remark or other dose. Unless noted, calls follow the shape of the dose curve; as a rule, active = well fitted curve in the direction sought with a large enough effect; inconclusive = small, poorly fitted or top-dose-only effect, or another doubt; inactive = no such curve, though single readings can be large; an effect the other way counts as inactive or inconclusive. Potency is read from the fitted curve at half-maximal effect. Compounds as they come; 13% or so of the library scored in one or more.
1: O=C(O)c1cc(S(=O)(=O)N(Cc2ccccc2)c2cccc(C(F)(F)F)c2)ccc1Cl
2: COC(=O)c1[nH]c2c(c1C)C(=O)CC(c1cccc(OC)c1)C2 (stereo not drawn)
3: COc1cc(OC)cc(C(=O)NC2CCN(Cc3nnnn3Cc3cccs3)CC2)c1
4: c1ccc(Cn2nnnc2C(c2ccccn2)N2CCOCC2)cc1 (stereo not drawn)
5: O=C(O)c1ccccc1SSc1ccccc1C(=O)O
6: O=C1c2cccnc2C(=O)N1Cc1ccc(S(=O)(=O)NCc2ccco2)s1
7: CCn1nnc2cc(C(=O)NCC(c3ccccc3OC)N(C)C)ccc21 (stereo not drawn)
8: O=C(COC(=O)c1cc(S(=O)(=O)N2CCCCC2)ccc1N1CCOCC1)NC1CCCCC1

Compound	1	2	3	4	5	6	7	8
RORgamma inh	10%	27%	-9%	-22%	-25%	-9%	-6%	?
ELG1 genotoxic	-3%	13%	3%	-3%	0%	1%	14%	-3%
MBNL1-CUG inh	-2%	5%	-4%	13%	1%	?	-3%	-7%
NPC1 prom act	-8%	-20%	-3%	-4%	1%	-2%	-4%	0%
BRCA1 expr act	-9%	-88%	-2%[1.84 µM]	8%	13%	5%	-8%	-23%
Rab9 prom act	-10%	-22%	-3%	1%	-6%	-3%	-5%	12%
VP16 counter	-4%	7%	17%	1%	0%	7%	4%	3%
FLuc modulator	6%	-1%	0%	-2%	-18%	0%	6%	0%
p53 reactivator	-5%	6%	-4%	-7%	3%	1%	-5%	-7%
uPA surface inh	-2%	-9%	-1%	8%	0%	0%	nt	-4%

9: CC/C=C/C(=O)N1CC2(CC(c3cccc(NC(=O)c4ccccc4)c3)=NO2)C[C@@H]1C(N)=O (stereo partly drawn)
10: COc1ccccc1CCN1CCCC(CN(C)CC(C)(C)CO)C1 (stereo not drawn)
11: CC(=O)n1cc(/C=N/NC(N)=S)c2ccccc21
12: CN(Cc1nc2ccccc2c(=O)[nH]1)c1ccccc1
13: Cn1cnc2c(cnn2-c2ccccc2)c1=O
14: O=C(c1cccc(S(=O)(=O)N2CCN(c3ccc(F)cc3)CC2)c1)N1CCCC(C(F)(F)F)C1 (stereo not drawn)
15: Fc1ccc(/C=N/N2CCOCC2)c(F)c1
16: COc1ccccc1N(CC(=O)NCCSC(C)(C)C)S(C)(=O)=O

Compound	9	10	11	12	13	14	15	16
RORgamma inh	7%	18%[1.91 µM]	4.5µM*	39%	2%	nt	-2%	-1%
ELG1 genotoxic	3%	-7%	18%	-2%	6%	?	4%	-2%
MBNL1-CUG inh	6%	3%	nt	nt	-2%	nt	nt	-7%
NPC1 prom act	-4%	-3%	0%	-4%	7%	-19%	-14%	0%
BRCA1 expr act	0%	0%	31%	-1%	-1%	-53%	2%	-2%
Rab9 prom act	0%	0%	-1%	-8%	2%	-21%	2%	0%
VP16 counter	-7%	-5%	?	-5%	11%	nt	-3%	-3%
FLuc modulator	?	0%	0%	0%	-2%	5%	-3%	1%
p53 reactivator	0%	7%	-1%	19%	8%	-8%	-1%	-1%
uPA surface inh	-9%	7%	2%	0%	0%	-6%	5%	-2%

# Sorted by the number under Rab9 prom act (low to high): some entries from above.
no. | Structure | Rab9 prom act
14 | O=C(c1cccc(S(=O)(=O)N2CCN(c3ccc(F)cc3)CC2)c1)N1CCCC(C(F)(F)F)C1 (stereo not drawn) | -21%
11 | CC(=O)n1cc(/C=N/NC(N)=S)c2ccccc21 | -1%
9 | CC/C=C/C(=O)N1CC2(CC(c3cccc(NC(=O)c4ccccc4)c3)=NO2)C[C@@H]1C(N)=O (stereo partly drawn) | 0%

# Going on with the list.
17: CCC(=O)N(Cc1cc2ccccc2[nH]c1=O)c1ccc(OC)cc1
18: Cc1c(Cc2ccc3c(c2)OCO3)sc(NC(=O)c2ccccc2)c1C(N)=O
19: CC(Sc1ncc(C(F)(F)F)cc1Cl)C(=O)NCC1CCCO1 (stereo not drawn)
20: Cc1nn(C)cc1/C=N/O
21: O=C(NC(=S)Nc1ccc(Cl)c(C(=O)O)c1)c1cncc(Br)c1
22: Cc1ccc(-c2c(C#N)c(N)n(-c3ccccc3)c(=O)c2C#N)cc1
23: O=C(Nc1ccc(Cc2ccncc2)cc1)C1CCC(N2C(=O)C3C4C=CC(C4)C3C2=O)CC1 (stereo not drawn)
24: CC(C)(C)C(=O)NCCCNc1ccc([N+](=O)[O-])cc1

Compound	17	18	19	20	21	22	23	24
RORgamma inh	42%	24%	28%	1%	-15%	-6%	-42%	?
ELG1 genotoxic	0%	1%	-2%	nt	1%	-2%	-13%	1%
MBNL1-CUG inh	-10%	359%[activator]	-10%	-1%	-1%	7%	-1%	?
NPC1 prom act	0%	-4%	-4%	nt	-3%	-1%	0%	1%
BRCA1 expr act	-18%	-46%	0%	-15%	-1%	-2%	-51%	49%
Rab9 prom act	-11%	-11%	1%	nt	0%	1%	-9%	0%
VP16 counter	-4%	1%	-16%	0%	2%	-2%	?	5%
FLuc modulator	-2%	2%	2%	3%	4%	-1%	1%	-2%
p53 reactivator	-1%	8%	-3%	nt	-3%	-3%	3%	3%
uPA surface inh	nt	-24%	3%	nt	4%	3%	6%	-3%

25: COc1ccc2ccccc2c1C1CC(=O)N2CN(C)CSC2=C1C#N (stereo not drawn)
26: Cc1ccc(C2C(C(=O)c3sc(C)nc3C)=C(O)C(=O)N2CCCN(C)C)o1 (stereo not drawn)
27: Cn1c(Cn2cnc([N+](=O)[O-])n2)nnc1SCC(=O)Nc1ccccc1
28: COc1ccc(C(CNC(=O)c2oc3ccc(Br)cc3c2C)N2CCCCC2)cc1 (stereo not drawn)
29: O=C(Nc1ccc(-c2cnco2)cc1)c1ccccc1
30: Oc1ccc(Nc2nc(Cl)nc(NCc3ccco3)n2)cc1
31: O=C(COc1ccc2c(c1)oc(=O)c1ccccc12)N[C@@H](Cc1ccccc1)C(=O)O
32: CCCCCC(=O)N1CC2(CC(c3cccc(NC(=O)COc4ccc(Cl)cc4)c3)=NO2)C[C@@H]1C(N)=O (stereo partly drawn)

Compound	25	26	27	28	29	30	31	32
RORgamma inh	?	13%[10 µM]	-23%	9%	1%	7%[10 µM]	27%	?
ELG1 genotoxic	-1%	1%	0%	-9%	?	4%	5%	-10%
MBNL1-CUG inh	-8%	12%	?	5%	-8%	nt	-4%	11%
NPC1 prom act	9%	0%	0%	-3%	3.2µM*	12%	-3%	-1%
BRCA1 expr act	0%	nt	-17%	-44%	2.8µM*	-38%	1%	-7%
Rab9 prom act	0%	-2%	0%	-13%	2.5µM*	-2%	-1%	-5%
VP16 counter	2%	3%	4%	-12%[10 µM]	0%	28%	4%	5%
FLuc modulator	?	-2%	3%	-10%	?	-11%	-16%	13µM*
p53 reactivator	1%	2%	7%	0%	16%	-2%	nt	7%
uPA surface inh	2%	nt	2%	-2%	-3%	-6%	11%	?

33: CCCCn1c(=O)[nH]c(=O)c2c1nc(-c1ccncc1)n2CCOC
34: COc1ccc2nc(N3CCCC(C(=O)NCCc4ccc(OC)c(OC)c4)C3)sc2c1 (stereo not drawn)
35: Cc1cc(=O)oc2cc(OCC(=O)OCC(=O)N(C)C3CCS(=O)(=O)C3)ccc12 (stereo not drawn)
36: COc1ccc(Br)cc1C(=O)Nc1cccc(C)c1
37: CCC(C)[C@H](NC(=O)N1CCN(C)CC1)C(=O)OC (stereo partly drawn)
38: COC(=O)c1ccc(NC(=O)Nc2ccc(OC)cc2)cc1
39: COc1ccccc1-c1cn[nH]c(=S)n1

Compound	33	34	35	36	37	38	39
RORgamma inh	9%	?	-15%	-19%	-3%	12%	8.9µM*
ELG1 genotoxic	1%	-10%	1%	-2%	-2%	0%	-2%
MBNL1-CUG inh	0%	-6%	nt	-13%	-14%	2%	?
NPC1 prom act	1%	2.8µM*	-3%	23%	-1%	8%	-2%
BRCA1 expr act	-10%	62%	0%	-28%	1%	?	-18%
Rab9 prom act	2%	2.8µM*	2%	9%	-3%	22%	-1%
VP16 counter	4%	-7%	-5%	-4%	-18%	4%	?
FLuc modulator	-2%	8.5µM*	2%	?	1%	-20%	2%
p53 reactivator	?	8%	-3%	1%	1%	0%	4%
uPA surface inh	-1%	-4%	3%	0%	-2%	2%	-2%

# Rewritten as labelled records: entries from further up.
16) COc1ccccc1N(CC(=O)NCCSC(C)(C)C)S(C)(=O)=O
  RORgamma inh = -1%
  ELG1 genotoxic = -2%
  MBNL1-CUG inh = -7%
  NPC1 prom act = 0%
  BRCA1 expr act = -2%
  Rab9 prom act = 0%
  VP16 counter = -3%
  FLuc modulator = 1%
  p53 reactivator = -1%
  uPA surface inh = -2%

22) Cc1ccc(-c2c(C#N)c(N)n(-c3ccccc3)c(=O)c2C#N)cc1
  RORgamma inh = -6%
  ELG1 genotoxic = -2%
  MBNL1-CUG inh = 7%
  NPC1 prom act = -1%
  BRCA1 expr act = -2%
  Rab9 prom act = 1%
  VP16 counter = -2%
  FLuc modulator = -1%
  p53 reactivator = -3%
  uPA surface inh = 3%

# From PubChem BioAssay
